# HIF-2a inh: HIF-2a inhibition; AID 624352; 0.72% of 360,000 active; inhibition, % at 18.8 µM; 786-0 RCC cells HIF-2a reporter, luciferase luminescence, overnight;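 active means inhibition of the luminescence signal of 40% or more relative to plate controls, in a single-dose primary screen at 18.75 µM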
# PDI turbidity: inhibitors of human protein disulfide isomerase. PDI insulin aggregation turbidity, A650, 90 min. inhibition, % at 10 µM. P07237. AID 588391. 0.052% of 350,000 active;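 active means mean inhibition across replicates of 30% or more, whatever share of single replicates reach that level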;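 further: absorbance from insulin aggregation driven by PDI reduction with DTT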
# Target sequence (P07237 whole entry, looked up): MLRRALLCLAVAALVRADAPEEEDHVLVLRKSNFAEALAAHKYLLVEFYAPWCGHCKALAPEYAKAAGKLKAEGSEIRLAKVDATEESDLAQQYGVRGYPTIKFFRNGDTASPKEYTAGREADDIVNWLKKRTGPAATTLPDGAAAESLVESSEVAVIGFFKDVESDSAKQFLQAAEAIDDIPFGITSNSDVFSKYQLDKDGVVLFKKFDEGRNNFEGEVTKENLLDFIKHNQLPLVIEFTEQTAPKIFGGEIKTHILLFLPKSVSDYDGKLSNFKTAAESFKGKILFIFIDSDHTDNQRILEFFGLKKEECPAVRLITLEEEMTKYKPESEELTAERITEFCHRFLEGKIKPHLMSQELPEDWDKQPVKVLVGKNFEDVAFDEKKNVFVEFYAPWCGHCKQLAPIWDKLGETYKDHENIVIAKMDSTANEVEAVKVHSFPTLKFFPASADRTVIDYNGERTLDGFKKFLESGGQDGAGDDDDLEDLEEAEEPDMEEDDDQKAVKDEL
# Peg3 prom inh: Peg3 promoter activity inhibition | HeLa PEG-Prom luciferase reporter, luminescence, overnight | inhibition, % at 20 µM | 1.7% of 360,000 active;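 active means inhibition of at least 50% at 20 µM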
# hiPSC survival: hiPSC single-cell survival enhancement; ATPlite luminescence; 100% = ROCK inhibitor wells, 0% = DMSO; survival enhancement, % at 20 µM; 0.044% of 360,000 active; AID 602274; in the data active means survival enhancement above about 18%;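 further: cells exposed to compounds for 16 hours before the ATP read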
# CaV13 ICDI inh: Disruptors of the CACNA1D IQ motif to Ca2+-dependent inactivation inhibitor domain association, primary screening, Förster resonance energy transfer in intact living …; HEK cells, CFP/YFP FRET ICDI-IQ, plate reader, 10 min; percent FRET-ratio fall versus neutral wells; inhibition, % at 12.3 µM; 0.098% of 340,000 active;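 active means mean replicate inhibition of at least 30% and at least 1% of replicates passing that level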;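 further: 0% = median of the neutral control wells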
# aDG glyco up: increases alpha dystroglycan glycosylation. Pro5-aDG cells, alpha-DG glycosylation AlphaScreen (IIH6); 0% Pro5, 100% B10-LARGE cell signal. 0.22% of 360,000 active. activation, % at 10 µM;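 active means activation of at least 8% versus controls, or a plate z-score of at least 8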;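 further: Pro5 are CHO cells carrying HIG-tagged alpha-DG that lacks glycosylation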
# NR2E3 ag-1: activates human photoreceptor nuclear receptor NR2E3 | AID 2300 | GST-NR2E3/biotin-RetCOR TR-FRET, 1536-well | 0.12% of 320,000 active | inhibition of corepressor binding, % at 4.78 µM;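 active means percent inhibition above the cutoff of mean plus 3 SD of all tested compounds, set per screening campaign, cut at about 20% in these data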;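 further: 0% = DMSO wells and 100% = biotin wells as full block of FRET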
# Target sequence (Q9Y5X4 whole entry, looked up): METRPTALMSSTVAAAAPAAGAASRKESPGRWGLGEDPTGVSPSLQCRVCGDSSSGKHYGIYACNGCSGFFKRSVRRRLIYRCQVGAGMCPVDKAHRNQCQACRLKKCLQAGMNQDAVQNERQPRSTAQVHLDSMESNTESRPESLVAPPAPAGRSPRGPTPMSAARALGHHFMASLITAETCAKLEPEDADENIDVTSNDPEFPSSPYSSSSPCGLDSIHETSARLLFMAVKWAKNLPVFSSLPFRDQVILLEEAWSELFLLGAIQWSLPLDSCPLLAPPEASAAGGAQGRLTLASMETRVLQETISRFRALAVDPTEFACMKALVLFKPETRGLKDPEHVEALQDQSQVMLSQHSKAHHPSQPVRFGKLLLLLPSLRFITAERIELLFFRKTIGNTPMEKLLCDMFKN
#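 System: GST-NR2E3 and biotin-RetCOR proteins; probe or stimulus: 7 nM biotin-RetCOR; doses: compound at 4.8 µM, single dose; schedule: Compound–protein incubation for 5 h at 4 °C; detection: time-resolved FRET; read-out: percent inhibition; controls: biotin wells as high control, 0.6% DMSO wells as low control; format: 1536-well plates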
# Granule exo inh: lytic granule exocytosis inhibition; TALL-104 LAMP-1 surface exposure, flow cytometry; cells stimulated with thapsigargin and PMA; inhibition, % at 10 µM; 0.66% of 360,000 active;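 active means inhibition above about 55%, limit read from the data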
# MITF TRPM1 inh: inhibitors of MITF-driven TRPM1 promoter in melanoma cells. AID 488899. 0.83% of 330,000 active. SK-MEL-5 TRPM1 promoter luciferase, 24 h. inhibition, % at 12.5 µM;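 active means mean inhibition across replicates of 60% or more, whatever share of single replicates reaches that level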; further: values of inactives mirror those of a sister screen read the other way
# NR2E3 ag-2: activates human NR2E3 receptor | AID 602229 | Q9Y5X4 | inhibition of corepressor binding, % at 3.98 µM | CHO-S Gal4-NCOR/VP16-NR2E3 two-hybrid, luciferase | 0.35% of 360,000 active;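 active means inhibition above the mean of all tested compounds plus 3 SD, cut at about 70% in these data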;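 further: 0% = DMSO with NR2E3 transfected cells and 100% = cells lacking NR2E3 construct; higher means lower luciferase signal from less NR2E3 corepressor binding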
# Vif inh: blocks HIV Vif function | HEK293T cells, Vif self-association by quenched fluorescence, imaging, 24 h | inhibition, % at 7.49 µM | 0.35% of 340,000 active; in the data active means inhibition above about 50%, passing the limit was not always enough; further: some results filed as inactive read as strong as hits
# An asterisk follows results filed as active; nt = no result given.
SMILES,HIF-2a inh,PDI turbidity,Peg3 prom inh,hiPSC survival,CaV13 ICDI inh,aDG glyco up,NR2E3 ag-1,Granule exo inh,MITF TRPM1 inh,NR2E3 ag-2,Vif inh
Cc1cc(C(=O)Nc2nnc(-c3ccccc3)s2)no1,-56,17,-44,1.4,-4,-0.1,3,1,-5,-21,6
N#CC1=C(N)Oc2n[nH]c(-c3ccccn3)c2C1c1c(F)cccc1Cl (stereo unspecified),-19,-5,12,-0.6,nt,-0.1,3,0,15,-8,-3
COC(=O)C1=C(C)NC(C)=C(C(=O)OC)C1c1ccc(-c2cc(Cl)ccc2Cl)o1,14,4,3,0.2,-3,0.2,-1,4,11,6,2
O=[N+]([O-])c1ccc(C[n+]2ccccc2)cc1,0,3,1,-0.8,-4,-0.2,3,-17,-2,16,3
CC(=O)C1=C(O)C(=O)N(c2cc(C(C)(C)C)on2)C1c1ccc(C(C)C)cc1 (stereo unspecified),13,4,-4,-0.6,nt,0.0,6,0,8,-19,5
O=C(OCc1cn([C@@H]2C[C@H](c3ccc(Cl)cc3)N(C(=O)C3CCCCC3)C[C@H]2O)nn1)c1ccccc1,5,4,18,-1.6,-9,0.2,nt,17,nt,-5,-6
O=C(NCC(c1cccs1)N1CCOCC1)c1cn(-c2ccccc2)nc1-c1ccc(Cl)cc1 (stereo unspecified),-9,4,18,-0.1,-6,1.7,3,4,-3,-22,-3
CCOC(=O)CN1N=C(/C=C/c2ccc(OCC)cc2)CCC1=O,-40,-2,-31,-1.8,-6,0.2,0,8,-9,-24,0
C=CCN(CC=C)CCCOc1ccc(Br)cc1Cl,-22,4,-39,-0.7,-1,0.8,0,-4,-6,-11,2
CCCSc1nc2c(c(=O)n(C)c(=O)n2C)n1Cc1ccc(C)cc1,11,-5,26,0.1,nt,0.0,-1,2,6,-12,0
O=C(COC(=O)c1ccc(O)cc1O)c1ccc(Cl)cc1,-30,-10,-267,-0.1,-6,0.0,-2,0,-54,-47,2
Cc1cccc(NC(=O)C2CC(O)CN2C(=O)OCc2ccccc2)c1 (stereo unspecified),15,-12,22,-0.5,-4,-0.1,4,6,-11,6,-9
COc1ccc(C2=NS(=O)(=O)N(C)C(C(=O)N3CCCCC3)=C2)cc1OC,2,nt,15,-1.0,-3,0.1,0,10,nt,-13,-8
CSc1nc2nc3c(cc2c(=O)n1-c1ccc(C)cc1)COC(C)(C)C3,1,1,-2,0.0,0,-0.2,2,3,4,23,0
COc1ccc(NS(=O)(=O)c2ccc(O)c(NC(=O)c3ccc(S(=O)(=O)N4CCCCCC4)cc3)c2)cc1,19,-10,20,2.0,-4,-0.4,-2,-3,-2,-14,-9
O=C(NCC(F)(F)F)c1csc([C@@H]2O[C@H](CO)[C@H](O)[C@H](O)[C@H]2O)n1,4,13,2,1.2,-10,-0.2,nt,-8,nt,-14,-12
Cc1nc2cc(NC(=O)NC(C)(C)C)ccc2n1C,-64,-16,-49,0.5,-3,-0.4,0,-1,-7,-18,46
CCS(=O)(=O)N1CCN(S(=O)(=O)c2ccccc2[N+](=O)[O-])CC1,5,3,6,-2.3,1,0.1,5,-2,14,-12,2
CCn1c(SCC(=O)C(C)(C)C)nnc1-c1ccccn1,-50,-2,5,-1.3,nt,-0.1,0,-3,-53,-21,-1
Cn1cccc1Cc1nnc(SCC(=O)N2CCc3ccccc32)n1CCc1ccccc1,15,nt,6,0.7,-3,0.2,-1,0,11,-8,3
CCOC(=O)c1nnn(-c2ccccc2)c1C,-29,-1,-32,-1.6,-7,0.2,-4,1,-14,-10,10
CCN(CC)S(=O)(=O)c1ccc(C)c(NC(=O)CNc2cccc(S(=O)(=O)N3CCOCC3)c2)c1,14,-1,17,-0.3,-6,-0.2,0,-8,5,-26,-13
COCCCNC(=S)N1CCN(Cc2ccc3c(c2)OCO3)CC1,18,-1,9,-0.5,-5,0.4,1,1,3,14,-2
COc1ccc(CNC(=O)CCCn2nc(C)c([N+](=O)[O-])c2C)cc1OC,7,-7,0,0.6,0,0.0,3,-1,4,-8,2
COCC(=O)N/N=C(\C)CC(=O)Nc1ccccc1C(N)=O,16,28,-1,-1.0,2,0.2,0,4,2,-3,31
Cc1cc(=O)oc2cc(NC(=O)C3CCCC3)ccc12,-170,-3,-123,2.4,-2,0.3,-3,-12,-29,-23,13
COc1ccc(C)cc1NC(=O)c1cc2ccccc2cc1OCC(=O)NCc1ccco1,8,1,18,2.8,-4,0.6,-2,2,5,-18,-3
COc1cccc(Nc2nnc(SCC(=O)N3CC(=O)Nc4ccccc43)s2)c1,-22,1,-15,-0.4,-5,-0.2,-3,-4,-4,-29,-10
Cc1ccc2[nH]c(CNC(=O)c3ccccc3F)cc2c1,-94,2,-147,-0.8,-5,0.0,-4,-3,-1,-13,0
COc1ccc(-c2noc(-c3ccccc3C(=O)Nc3cccnc3)n2)cc1OC,-27,3,16,2.0,nt,-0.2,1,4,-13,-2,nt
CCNc1nc(-c2cc3ccccc3o2)cs1,-187,3,-316,-2.7,-13,-0.1,3,1,-63,-155,8
CC(C)n1cc(/C=N/Nc2ccc(Cl)c(C(=O)O)c2)c2ccccc21,-217,9,-183,1.5,nt,0.0,1,-8,-59,-43,6
COc1ccc(S(=O)(=O)N2CCC(O)(c3ccc(Cl)cc3)CC2)cc1,17,-2,-14,-3.4,-5,0.0,-3,0,6,-18,-11
CNC(=O)c1cnn(-c2nc(-c3ccc(OC)cc3)cs2)c1C(F)(F)F,-17,4,19,-0.1,-8,0.2,0,-1,7,-68,12
CCCCOc1ccc(NC(=O)Nc2nnc(C)s2)cc1,-2,-3,-21,0.0,-4,0.1,-1,-8,1,0,-7
O=C(Cn1nc(-c2cccc([N+](=O)[O-])c2)c2ccccc2c1=O)Nc1cccnc1,8,0,14,0.4,-5,0.3,1,26,11,-14,-16

# An excerpt of these results, as tab-separated lines.
smiles	HIF-2a inh	PDI turbidity	Peg3 prom inh	hiPSC survival	CaV13 ICDI inh	aDG glyco up	NR2E3 ag-1	Granule exo inh	MITF TRPM1 inh	NR2E3 ag-2	Vif inh
CC(C)n1cc(/C=N/Nc2ccc(Cl)c(C(=O)O)c2)c2ccccc21	-217	9	-183	1.5	nt	0.0	1	-8	-59	-43	6
O=C(Cn1nc(-c2cccc([N+](=O)[O-])c2)c2ccccc2c1=O)Nc1cccnc1	8	0	14	0.4	-5	0.3	1	26	11	-14	-16

# Additional structures follow:
SMILES,HIF-2a inh,PDI turbidity,Peg3 prom inh,hiPSC survival,CaV13 ICDI inh,aDG glyco up,NR2E3 ag-1,Granule exo inh,MITF TRPM1 inh,NR2E3 ag-2,Vif inh
Cc1ccccc1C(=O)OC1OC(=O)C(Cl)=C1N1CCOCC1 (stereo unspecified),17,2,19,0.4,-5,0.0,0,-3,8,-18,2
COc1ccccc1C=C(C(=O)c1ccccc1)c1ccccc1,4,nt,13,0.4,-8,-0.1,nt,-5,nt,13,1
CC(C)c1ccc(/C=C/c2ccc(=O)n(C)n2)cc1,-252,0,-317,-3.0,-5,0.9,-2,4,-58,-134,4
CC(=O)N(C(C)=O)c1nc(-c2ccccc2)cn1/N=C/c1cccc([N+](=O)[O-])c1,-4,-4,6,-0.6,-4,-0.2,-1,4,13,12,-7
CC1(C)CC(=O)C(C(C2=C(O)CC(C)(C)CC2=O)c2cccs2)C(=O)C1 (stereo unspecified),18,1,20,-1.4,nt,0.3,-3,-2,-3,-38,2
Cc1cnc(C(=O)OCC(=O)Nc2sc3c(c2C(N)=O)CCCC3)cn1,2,0,7,-0.3,-2,-0.2,4,-5,1,-25,-4
C/C(=N\O)c1ccc(N2C(=O)C3CC=C(Cl)CC3C2=O)cc1 (stereo unspecified),-246,13,-270,-0.4,-5,-0.2,0,3,-80,-131,13
CCCCn1c(-c2ccc(Cl)cc2)nc2c(=O)n(C)c(=O)[nH]c21,16,3,13,-0.1,-6,-0.1,nt,2,7,-4,-3
O=C(CNCc1ccco1)Nc1ccc(N2CCCCCC2)cc1,-35,10,-8,1.0,-6,0.2,-2,0,0,-10,11
Nc1ncccc1C(=O)OCC(=O)NC1CCCCCC1,-15,17,-24,-1.0,-5,-0.1,2,3,3,-7,-2
CCc1cc(C(=O)OC)c(NC(=O)CCCC(=O)O)s1,8,2,7,0.2,nt,0.1,0,2,6,-15,-1
O=C1Nc2ccccc2C12OCCO2,-9,-3,3,0.6,-10,-0.2,0,-3,-1,6,-3
Cc1ccc(CS(=O)(=O)CCC(=O)NC2CC2)cc1,11,-2,2,0.3,-6,0.1,2,-1,2,-11,-9
CCc1ccc(-c2nc(CS(=O)CC(=O)NCc3ccccc3)c(C)o2)cc1 (stereo unspecified),50*,1,53*,-0.5,-8,-0.2,-1,-2,32,-2,3
COc1ccc(CNC(=O)C2CCCN(Cc3nc(-c4cccc(C)c4)oc3C)C2)cc1 (stereo unspecified),17,-8,0,0.3,-3,0.4,-2,12,20,-4,-13
C/C(N)=C(/C#N)C(=O)CN1CCCCC1,15,-4,13,-1.6,nt,0.0,-4,0,3,11,-3
O=C1Nc2ccccc2C(O)(C(=O)NCc2ccc3c(c2)OCO3)N1c1ccc(Cl)c(Cl)c1 (stereo unspecified),-1,-4,18,-3.4,-4,-0.2,3,2,-9,-5,-2
O=C(CCCOc1ccccc1)N1CCN(C(=O)c2ccco2)CC1,-49,10,-33,-2.7,-4,0.0,0,0,-7,-18,16
COc1ccc(CCNC(=O)/C=C/c2ccc3ccccc3n2)cc1OC,30,-2,-4,1.3,-3,0.5,3,-1,55,48,3
CN(C)C(=O)CCCCCCCCC(=O)N(C)C,6,3,0,-0.7,-5,0.0,2,3,nt,-34,-3
CCOC(=O)COc1ccc2c(c1)c(C(=O)OCC)c(C)n2CC,30,-1,9,5.1,-2,0.0,-1,0,10,2,-6
CN(CCCNC(=O)CCc1cn(C)c2ccccc12)C1CCCCC1,23,1,10,0.0,-5,0.1,3,26,4,20,7
O=C(Nc1cnccn1)c1cccnc1,10,4,6,-0.8,-7,-0.2,-5,-1,5,9,-18
CC(C)(C)OC(=O)N1CCC2(CC1)C(C#N)=C(N)OC1=C2C(=O)CCC1,18,6,4,0.0,-7,-0.3,-2,-2,-1,-28,-6
CCOC(=O)C=C(OC(=O)c1ccc(OC)cc1)c1ccccc1,6,0,45,-0.6,-6,0.0,nt,-2,14,8,9
COc1ccc(NC(=O)c2scc(S(=O)(=O)C(C)C)c2N)cc1,-244,2,-263,-0.7,-4,-0.1,-1,5,-72,-85,-8
COc1cccc(CNC(=O)CCCn2nc(C)n3c(cc4sccc43)c2=O)c1,-12,0,-4,1.3,-2,0.2,-5,17,-4,-39,-4
CSC1=NCCN1C(=O)c1cccc(C(F)(F)F)c1,15,-2,3,-1.4,-4,0.1,0,-1,-1,-26,7

# Two of the compounds above, with bars between the fields:
compound | HIF-2a inh | PDI turbidity | Peg3 prom inh | hiPSC survival | CaV13 ICDI inh | aDG glyco up | NR2E3 ag-1 | Granule exo inh | MITF TRPM1 inh | NR2E3 ag-2 | Vif inh
COc1cccc(CNC(=O)CCCn2nc(C)n3c(cc4sccc43)c2=O)c1 | -12 | 0 | -4 | 1.3 | -2 | 0.2 | -5 | 17 | -4 | -39 | -4
COc1ccc(NC(=O)c2scc(S(=O)(=O)C(C)C)c2N)cc1 | -244 | 2 | -263 | -0.7 | -4 | -0.1 | -1 | 5 | -72 | -85 | -8

# Compound activity (PubChem BioAssay)
